p53ts 39C tox = qHTS Screen for Compounds that Selectively Target Cancer Cells with p53 Mutations: Cytotoxicity of p53ts Cells at the Nonpermissive Temperature; AID 902, 2007; H1299-p53A138V viability at 39C, ATP luminescence, 24 h; actives 1.5% (n = 130,000); Potency, µM (titrated, usually from 46.1 µM), for the others: top-dose activity change, negative = cell killing, hits mostly cytotoxic; note: nearly all actives have a fitted effect of over 55% in size
p53ts 32C kill = qHTS Screen for Compounds that Selectively Target Cancer Cells with p53 Mutations: Cytotoxicity of p53ts Cells at the Permissive Temperature; Potency, µM (series often up to 46.1 µM), inactives show top-dose activity change, negative = cytotoxicity, hits mostly cytotoxic; actives 0.93% (n = 130,000); H1299-p53A138V at 32C, ATP luminescence viability, 24 h;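 note: 0% = DMSO and -100% = full killing by reference compound; nearly all actives have a fitted effect of over 55% in size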
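Viability by ATPlite luminescence after 24 h compound treatment (up to 46 uM) at the permissive 32C. Cells are H1299 carrying p53 A138V. Scale runs from DMSO basal to 100 uM tamoxifen as full kill; AC50 from Hill fits.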
Imprint erasure = qHTS Assay for Compounds that Induce Erasure of Genomic Imprints; mouse ES Peg3-LacZ reporter, beta-gal luminescence, 40 h; Potency, µM (doses to about 60.7 µM), for the others: at the highest dose activity change, positive = activation, usual class: activators; actives 0.02% (n = 110,000); AID 1948, 2009;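 note: 0% = negative control wells on the plate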
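Each well holds 300 Peg3LacZ-Neo (maternal) female ES cells incubated 40 h at 37C, 5% CO2. LacZ is measured by BetaGlo luminescence, with AC50 and maximum efficacy derived from dose-response curves.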
IkB signaling = IkB Signaling; ABC-DLBCL IkBa-CBG/CBR dual luciferase ratio, 4 h; response scale: scaled: untreated 0%, proteasome inhibitor 100%; actives 0.04% (n = 110,000); Potency, µM (highest dose often 57.1 µM), for the others: at the top dose IkBa stabilization activation; active = well fitted curve in the direction sought with a large enough effect in the signal ratio, not every such curve was filed as active; inconclusive = small, poorly fitted or top-dose-only effect, or a change in a side signal; the % refers to the signal ratio;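 note: the direction sought is a rising ratio; 0% = basal untreated cells and 100% = reference inhibitor full response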
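Luminescence ratio of IκBα-fused green versus native red beetle luciferase in OCI-Ly3 cells, 4 h post-doxycycline with compound; red signal alone, scaled from basal (0%) to zero light (-100%), flagged nonspecific or cytotoxic effects.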
* hit, by the source's call; ? = inconclusive; . = no result given; [ ] = remark or other dose. Unless noted, calls come from the whole dose curve; as a rule, active = well fitted curve in the direction sought with a large enough effect; inconclusive = small, poorly fitted or top-dose-only effect, or another doubt; inactive = no such curve, though single readings can be large; an effect the other way counts as inactive or inconclusive. Unless noted, % is set by controls: 0 for no effect and ±100 for the full control effect; potency is the fitted concentration of half-maximal effect. Compounds were not picked by outcome; about 1.7% have a hit in one of these screens.

Start of the listing, in advance (6 entries):
SMILES	p53ts 39C tox	p53ts 32C kill	Imprint erasure	IkB signaling
Cc1ccc(S(=O)(=O)N(c2cccc(C(F)(F)F)c2)C2C=CS(=O)(=O)C2)cc1 (stereo not drawn)	16%	12%	-12%	2.2%
CC1CCCN(c2nc3nonc3nc2N2CCCC(C)C2)C1 (stereo not drawn)	0%	4%	.	.
COC(=O)CC1Oc2ccccc2N(Cc2ccc(C)cc2)C1=O (stereo not drawn)	-7%	-1%	-15%	0.9%
COC(=O)CNC(=O)C1(CC(C)C)C=CCN1C(=O)c1ccccc1 (stereo not drawn)	-5%	-5%	-12%	.
CCCCCOc1ccc(C2c3c(oc4ccccc4c3=O)C(=O)N2c2nc(C)c(C)s2)cc1OCC (stereo not drawn)	7%	-3%	-10%[10.9 µM]	-3.8%
CCn1c(SCC(=O)Nc2ccccc2C(=O)OC)nc2ccsc2c1=O	-4%	4%	-11%[10.9 µM]	-0.7%

All compounds of this part, previewed entries included:
SMILES	p53ts 39C tox	p53ts 32C kill	Imprint erasure	IkB signaling
Cc1ccc(S(=O)(=O)N(c2cccc(C(F)(F)F)c2)C2C=CS(=O)(=O)C2)cc1 (stereo not drawn)	16%	12%	-12%	2.2%
CC1CCCN(c2nc3nonc3nc2N2CCCC(C)C2)C1 (stereo not drawn)	0%	4%	.	.
COC(=O)CC1Oc2ccccc2N(Cc2ccc(C)cc2)C1=O (stereo not drawn)	-7%	-1%	-15%	0.9%
COC(=O)CNC(=O)C1(CC(C)C)C=CCN1C(=O)c1ccccc1 (stereo not drawn)	-5%	-5%	-12%	.
CCCCCOc1ccc(C2c3c(oc4ccccc4c3=O)C(=O)N2c2nc(C)c(C)s2)cc1OCC (stereo not drawn)	7%	-3%	-10%[10.9 µM]	-3.8%
CCn1c(SCC(=O)Nc2ccccc2C(=O)OC)nc2ccsc2c1=O	-4%	4%	-11%[10.9 µM]	-0.7%
Cc1cc(Cc2cc(Cc3cc(C)cc(C(C)(C)C)c3O)c(C)cc2C)c(O)c(C(C)(C)C)c1	9%[9.22 µM]	6%[9.22 µM]	0%[10.9 µM]	1.6%[11.4 µM]
C[C@@]12C=CC(=O)C=C1CCC1C3CC(O)[C@@](O)(C(=O)CO)[C@]3(C)CC(O)[C@]12F (stereo partly drawn)	8%	1%	1%	.
CCSc1nnc(NC(=O)c2cc3c(s2)CCCC3)s1	-10%	-9%	.	.
Cc1c(C(=O)NC2CCCc3ccccc32)oc2ccc(S(=O)(=O)N3CCOCC3)cc12 (stereo not drawn)	8%	14%	-15%	-1.0%
COc1ccc(-c2nc3cc(NC(=O)COc4ccc(C)c(C)c4)ccc3o2)cc1	24%	-9%	-12%[10.9 µM]	-0.8%
O=C(Cn1nc(Cc2cccnc2)c2ccccc2c1=O)NCC1COc2ccccc2O1 (stereo not drawn)	-5%	-8%	-11%	-1.2%
CC(C)(C)N1C(=O)[C@H]2[C@H]3[C@H](O)[C@H](O)C/C(=N/OC[C@@H](O)COCc4ccco4)[C@@H]3CC[C@@H]2C1=O	12%[9.22 µM]	1%[9.22 µM]	.	.
COc1cc(Cl)c(NC(=O)c2cc3ccccn3n2)c(OC)c1	-2%	-9%	-3%[10.9 µM]	0.6%
COc1ccccc1N1CCN(C(CNS(=O)(=O)c2ccccc2)c2cccnc2)CC1 (stereo not drawn)	-7%	-2%	-6%	1.6%
Cc1cc(C)c(Cn2c(=O)n(Cc3ccccc3)c(=O)c3c(C)c(C)sc32)c(C)c1	11%	3%	-3%[10.9 µM]	?
O=C(CCCCCN1C(=O)c2ccccc2C1=O)Nc1nccs1	6%	6%	-14%	0.0%
COC(=O)CN1C(=O)C(O)(CC(=O)c2ccc(C)cc2)c2ccccc21 (stereo not drawn)	0%	-1%	10%	0.3%
CC(NC(=O)C1CCN(S(=O)(=O)Cc2ccccc2)CC1)c1ccccc1 (stereo not drawn)	-7%	9%	-15%[10.9 µM]	-2.2%
CN(C)S(=O)(=O)c1ccc2c(c1)c(=O)c(C(=O)N1CCN(c3cccc(Cl)c3)CC1)cn2C	21%	6%	-7%[10.9 µM]	?
Cc1nn(Cc2ccccc2Cl)c2sc(C(=O)OC3CCCC3=O)cc12 (stereo not drawn)	-20%	-5%	-13%	6.5%
O=C(CSc1oc(-c2ccc(F)cc2)nc1S(=O)(=O)c1ccccc1)c1ccc(Cl)cc1	-17%	12%	-9%[10.9 µM]	?
CCOC(=O)C1CCc2sc(N)c(C#N)c21 (stereo not drawn)	6%	11%	-2%	0.5%
Cc1csc2nc(COc3ccc(NC(=O)C(C)C)cc3)cc(=O)n12	-13%	0%	-17%[10.9 µM]	2.0%
CSCCC(NC(=O)C1CC1)c1nc2ccccc2[nH]1 (stereo not drawn)	-2%	1%	3%	0.3%
CC(=O)CC1(C)OC(N)=C(C#N)C1(C#N)C#N (stereo not drawn)	10%	3%	-7%	0.3%
COC(=O)CSc1nnc(-c2cccc(NC(=O)c3ccc(C)cc3)c2)n1C	-27%	-21%	-11%	-0.7%
N[C@@H]1[C@@H]2[C@@H]3C[C@H]4N(CC[C@@]14C(=O)C(=O)O)CC3=CCO[C@@H]2CC(=O)O	0%[9.22 µM]	2%[9.22 µM]	0%[10.9 µM]	-0.1%[11.4 µM]
CCN1CCC[C@H]1CNC(=O)c1cc(S(N)(=O)=O)ccc1OC	13%	5%	-14%	-0.5%
O=S1(=O)c2ccccc2N(Cc2ccccc2F)c2ccccc21	-19%	-13%	5%[10.9 µM]	-2.3%
c1ccc2c(c1)OC(CCCN1CCCCC1)c1ccccc1S2 (stereo not drawn)	-22%	-9%	.	.
Cc1ccc(C(=O)N2CCc3cc(CNC(=O)CCc4ccccc4)ccc32)cc1	-27%	-23%	9%[10.9 µM]	-1.8%
O=C(c1ccc2c(c1)N(Cc1ccccc1F)C(=O)c1ccccc1S2=O)N1CCOCC1 (stereo not drawn)	-12%	3%	18%[10.9 µM]	-0.4%
C=CCOc1cccc(C2C(C(=O)c3ccc(C)o3)=C(O)C(=O)N2Cc2ccncc2)c1 (stereo not drawn)	1%	0%	-6%	0.6%
Cc1cccc(C)c1OCc1nnc(SCC(=O)Nc2nccs2)o1	0%	-9%	-4%	3.7%
CCn1c(SCC(=O)Nc2ccc(N(C)C)cc2)nnc1-c1cccc(C)c1	2%	2%	-19%	-0.6%
COC(=O)[C@@H]1C[C@@]2(O)[C@H](O)[C@H](O)[C@H](O)C[C@H]2N1Cc1cc(F)ccc1F	1%	7%	-4%	.
CCn1cc(C(=O)O)c(=O)c2cnc(N3CCCC3)nc21	-10%	8%	-8%	-0.6%[25.6 µM]
COc1ccc(CNC(=O)c2cc3cc(S(=O)(=O)N4CCCCC4)ccc3n2C)c(OC)c1	5%	11%	-11%[10.9 µM]	0.6%
COc1ccccc1C1CC(c2ccccc2)Nc2ncnn21 (stereo not drawn)	4%	8%	-26%	1.7%
Cc1cc2c(C)nc3ccccc3c2o1	10%	1%	.	.
O=C(NCc1cccc(Cl)c1)c1cc2c(s1)-c1ccccc1OC2	-25%	-2%	-15%[10.9 µM]	3.2%
O=C(NCc1ccco1)C1CCCN1C(=O)NCc1ccccc1 (stereo not drawn)	-9%	0%	-6%	1.1%
CCn1cc(C(=O)O)c(=O)c2cc3c(cc21)OCO3	-4%	6%	-11%	1.0%[25.6 µM]
O=C(Cn1ncc2c3ccccc3n(Cc3ccccc3)c2c1=O)NCCCN1CCCCC1	-21%	-7%	-17%[10.9 µM]	?
COCCCNC(=O)C1CCN(C(=O)c2cnn(-c3ccccc3)c2-n2cccc2)CC1	-3%	-1%	-7%[10.9 µM]	0.1%
CCN(CCCNC(=O)CCCN1C(=O)COc2ccc(C)cc21)c1cccc(C)c1	19%	14%	-15%	?
CN(C)S(=O)(=O)c1ccc(N2CCCC2)c(C(=O)Nc2ccccc2N2CCOCC2)c1	-2%	-2%	-12%	-0.2%
CCn1c(=O)c2sccc2n2c(CCCC(=O)Nc3ccc(C)cc3)nnc12	8%	-2%	-12%[10.9 µM]	0.3%
Cn1c(C(=O)N2CCCC(C(=O)NCc3cccs3)C2)cc2sccc21 (stereo not drawn)	2%	-11%	-21%	6.6%

Later entries
SMILES	p53ts 39C tox	p53ts 32C kill	Imprint erasure	IkB signaling
CC(C)(C)OC(=O)NCCc1nnc(SCC(=O)Nc2cccc(Cl)c2)o1	10%	2%	1%	4.9%
CC1(O)c2ccccc2C(=O)N1CCc1ccccc1F (stereo not drawn)	6%	-14%	-16%	0.3%
CCOc1ccc(C(=O)c2cn(CC(=O)Nc3ccc(Cl)cc3)c3cc4c(cc3c2=O)OCO4)cc1	-15%	10%	-17%[10.9 µM]	?
Cc1c2cc[n+](CCN3CCCCC3)cc2c(C)c2c1[nH]c1ccc(O)cc12	17%[9.22 µM]	0%[9.22 µM]	-30%[10.9 µM]	-3.5%[11.4 µM]
CCN(CC)c1ccc2cc(-c3nc(-c4ccccc4F)no3)c(=O)oc2c1	18%	-13%	-12%[10.9 µM]	?
COc1cc(NC(=O)CSc2nc(-c3ccccc3)no2)cc(OC)c1	-9%	-2%	-14%[10.9 µM]	?
COC(=O)C/C=C\[C@@H](C)[C@@H](/C=N\OC[C@@H]1O[C@H](c2ccccc2)C=C[C@@H]1Oc1ccc(OC)cc1)OC	-2%[9.22 µM]	-4%[9.22 µM]	.	.
Cc1c(C(=O)N(C)C)sc2c1c(=O)n(-c1ccc(Cl)c(Cl)c1)c(=O)n2CC(=O)Nc1cccc(C(F)(F)F)c1	-20%	6%	13%[10.9 µM]	-0.9%
COC(=O)c1ccc(NC(=O)c2c(NCc3ccc(C)o3)sc3c2CCCC3)cc1	4%	-17%	-14%[10.9 µM]	?
CCOc1ccc(OCC)c(NC(=O)c2c(C)nn(-c3ccccc3)c2-n2cccc2)c1	-5%	-4%	-4%[10.9 µM]	2.2%
CCOC(=O)c1c(-c2ccc(C)cc2)csc1NC(=O)c1cc(=O)c2cc(C)cc(C)c2o1	2%	-1%	-7%[10.9 µM]	0.3%
O=C(c1n[nH]c(=O)c2ccccc12)N1CCOCC1	-11%	5%	9%	0.0%
Cc1ccc(-n2nc(C(=O)N3CCN(c4ccccc4F)CC3)c(=O)n(C)c2=O)cc1	-15%	-14%	25%[10.9 µM]	?
COc1cccc(CNC(=O)c2cccn2-c2nnc(N3CCCC3)s2)c1	-8%	9%	9%[10.9 µM]	2.2%
CC(C)NCC(O)c1ccc2ccccc2c1 (stereo not drawn)	1%	-13%	-12%	.
Cc1ccc(S(=O)(=O)N(CC(=O)NCc2ccco2)Cc2ccc(F)cc2)cc1	7%	2%	-10%	?
O=C(NCc1ccc2c(c1)CCN2C(=O)c1ccccc1)c1cc2ccccc2[nH]1	-28%	-8%	-13%[10.9 µM]	-0.7%
CCOC(=O)/C(C#N)=C/c1ccc(-c2ccccc2)o1	0%	-26%	-12%[10.9 µM]	?
c1ccc(-c2n[nH]c(-c3ccccn3)n2)nc1	-23%	-17%	-88%[inhibitor]	15%
COc1ccccc1CN1CCCC2(CCNCC2)C1	5%	2%	.	1.8%[11.4 µM]
Cc1ccccc1-n1nnc2c(=O)oc3ccccc3c21	137%[activator]	-14%	-36%[inhibitor]	?
CNC(=O)c1ccc(Oc2ccc(C(=O)NC)cc2)cc1	-8%	5%	2%	1.6%
CS(=O)(=O)N(CC(=O)Nc1ccc(Br)cc1)c1ccccc1Br	-6%	12%	-12%[10.9 µM]	1.0%
O=C(c1cc(-c2ccco2)nn1-c1cccc(Cl)c1)N1CCCCC1	2%	3%	-15%	?
